hK5 inh – kallikrein 5 (human) inhibition. recombinant hK5, fluorogenic AMC substrate cleavage. AID 873. 210,000 compounds, 0.59% hits. inhibition, % at 5 µM. Q9Y337;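 active means inhibition of 40% or more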;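 further: 0% = enzyme controls without compound and 100% = no-enzyme blanks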
thrombin 1536 – inhibitors of human thrombin | inhibition, % at 5 µM | P00734 | 220,000 compounds, 0.26% hits | alpha-thrombin, Boc-VPR-AMC fluorogenic substrate cleavage;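 active means inhibition at or above 40%; inactive means inhibition below 40%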;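 further: 0% = enzyme with no compound and 100% = wells without enzyme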
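Material: human alpha-thrombin protein; Also added: Boc-VPR-AMC substrate, 15 µM final; Timing: enzyme reaction carried out at room temperature; Signal: fluorescence, ex 355 nm, em 460 nm; Measure: % inhibition of thrombin; Controls: enzyme without compound as high, wells lacking enzyme as low.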
Cl transport mod – KCC2 (human) Cl- transport modulation | KCC2 cells, thallium flux FluoZin-2 fluorescence | B-score of Tl+ flux slope (higher = more flux/activation; lower = inhibition) at 10 µM | 190,000 compounds, 2.2% hits | AID 1456;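 active means thallium flux slope and its plate-corrected score both differing from the plate sample mean at a set confidence after two filtering rounds, in either direction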;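 further: slope of fluorescence scaled to starting intensity during 10 to 20 s after thallium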
Rad51 HR inh – Rad51 (human) homologous recombination inhibition; 200,000 compounds, 0.085% hits; Q06609; inhibition, % at 10 µM; hRad51 DNA strand exchange, fluorescence dequenching;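 active means inhibition above 40% at the single screening dose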;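 further: 0% = DMSO control wells and 100% = blanks with heterologous ssDNA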
Target sequence (Q06609 whole entry, looked up): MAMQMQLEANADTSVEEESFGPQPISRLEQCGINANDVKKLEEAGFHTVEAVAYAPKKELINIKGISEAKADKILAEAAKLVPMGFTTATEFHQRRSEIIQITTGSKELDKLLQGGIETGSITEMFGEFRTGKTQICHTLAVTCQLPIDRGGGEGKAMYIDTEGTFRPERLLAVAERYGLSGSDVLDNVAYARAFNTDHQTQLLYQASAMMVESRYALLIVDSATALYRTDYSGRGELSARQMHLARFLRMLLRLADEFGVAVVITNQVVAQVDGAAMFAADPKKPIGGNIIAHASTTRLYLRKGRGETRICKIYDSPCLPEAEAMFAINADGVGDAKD
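Read-out basis: percent inhibition relative to plate controls and blanks / Assay system: human Rad51 nucleoprotein filaments preassembled on unlabelled ssDNA / Timing: filaments 15 min 37 °C, then compound 30 min / Control set: per-plate controls and blanks / Technique: fluorescence dequenching at 485/520 nm / Compound: 10 µM final, single point / Also added: Fluorescein- and BHQ1-tagged 47-mer duplex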
EBV gp42 inh – inhibitors of Epstein-Barr virus glycoprotein 42 | Q1HVG2 | Fluorescence polarization binding assay, mP read-out | inhibition, % (tested at 21.74 µM) | 220,000 compounds, 0.42% hits | AID 1085; in the data active means inhibition above about 50%
Target sequence (Q1HVG2 whole entry, looked up): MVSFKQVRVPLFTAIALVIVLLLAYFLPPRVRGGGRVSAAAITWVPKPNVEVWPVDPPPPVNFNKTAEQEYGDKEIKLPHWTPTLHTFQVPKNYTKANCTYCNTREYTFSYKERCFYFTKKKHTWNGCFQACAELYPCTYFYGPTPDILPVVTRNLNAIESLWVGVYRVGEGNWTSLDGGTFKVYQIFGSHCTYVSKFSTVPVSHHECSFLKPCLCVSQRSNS
eIF4E 4G PPI – inhibitors of eIF4E and eIF4G interaction in translation initiation; P63073+Q04637; TR-FRET eIF4E-eIF4GI(517-606) binding, 2 h; inhibition, % at 21.7 µM; 220,000 compounds, 0.37% hits;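 further: 0% = full FRET control wells and 100% = background wells lacking eIF4GI fragment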
p47phox inh – p47phox (human) inhibition. AID 1274. 220,000 compounds, 0.53% hits. p47phox/p22phox peptide binding, fluorescence polarization, 2 h. inhibition, % at 24.7 µM;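 further: 0% = p47phox with labelled peptide and 100% = labelled peptide alone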
Target sequence (P14598 whole entry, looked up): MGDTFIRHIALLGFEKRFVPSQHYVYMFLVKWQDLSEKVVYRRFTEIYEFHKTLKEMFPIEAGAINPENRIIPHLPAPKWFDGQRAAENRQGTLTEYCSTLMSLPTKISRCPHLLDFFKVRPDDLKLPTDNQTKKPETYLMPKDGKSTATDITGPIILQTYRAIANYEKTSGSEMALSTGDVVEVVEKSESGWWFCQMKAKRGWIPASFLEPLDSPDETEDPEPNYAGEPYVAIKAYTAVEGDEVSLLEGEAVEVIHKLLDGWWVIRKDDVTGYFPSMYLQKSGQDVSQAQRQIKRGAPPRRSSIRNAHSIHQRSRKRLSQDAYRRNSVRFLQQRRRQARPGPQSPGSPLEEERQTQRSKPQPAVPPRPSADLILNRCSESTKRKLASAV
Furin inh – inhibitors of human furin; P09958; purified furin, fluorogenic substrate cleavage; inhibition, % at 30 µM; 220,000 compounds, 0.061% hits; AID 463115; in the data active means inhibition above about 25%; further: inactives centre near -15
14-3-3 Bad PPI – disrupts binding of bovine 14-3-3 zeta to phospho-Bad peptide. inhibition, % at 21.7 µM. P63103. 220,000 compounds, 0.71% hits. TR-FRET 14-3-3zeta/Dy647-pBad peptide displacement, 1 h;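 active means inhibition above about 70%, limit read from the data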;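 further: 0% = full 14-3-3 plus peptide FRET controls and 100% = background without 14-3-3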
Active calls of the source: *; x = no result given; & = joins results of further samples; [ ] = dose if it differs, or a comment.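 How the source made its calls, unless noted: active means inhibition above about 30% (limit read from the data); inactive means the rest.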

(1) COc1ccc(C(=O)NNC(=O)CCCCC(=O)NNC(=O)c2ccc(OC)cc2)cc1
(2) Cc1ccc(OCc2n[nH]c(=S)n2-c2ccccc2)cc1
(3) COc1ccc(CCN2C(=O)CC(NCCc3ccc(S(N)(=O)=O)cc3)C2=O)cc1OC (centres undefined)
(4) O=C(N/N=C/c1cccnc1)c1ccc(CN2c3cccc4cccc(c34)S2(=O)=O)cc1
(5) O=C1CN(C(=O)c2cccc(S(=O)(=O)N3CCCC3)c2)c2ccccc2N1
(6) C=CCN1CC(c2nc3ccccc3n2CCOc2ccccc2)CC1=O (centres undefined)
(7) CCOC(=O)c1cc(C)n(-n2cnnc2)c1C
(8) COC(=O)Cc1ccc(NC(=S)N2CCN(c3cc(Cl)ccc3C)CC2)cc1
assay / compound | 1 | 2 | 3 | 4 | 5 | 6 | 7 | 8
hK5 inh | 0 | 0 | 16 | -3 | 0 | 6 | -15 | 0
thrombin 1536 | -4 | 2 | -1 | -7 | 0 | -5 | -7 | 5
Cl transport mod | 0.32 | x | x | -0.17 | -0.22 | -1.5 | -0.04 | 0.51
Rad51 HR inh | -6 | x | 0 | 1 | x | -2 | -9 | 12
EBV gp42 inh | -7 | -8 | -15 | 14 | 1 | 58* | -9 | 8
eIF4E 4G PPI | -3 | 0 | -2 | -3 | -11 | 6[fluorescence artefact?] | 0[fluorescence artefact?] | -2
p47phox inh | -6 | -3 | -9 | -33 | -7 | -4 | -8 | 4
Furin inh | -26 | -8 | -23[20 µM] | -23 | -33 | -26 | -20[20 µM] | -20
14-3-3 Bad PPI | 1 | 0 | 7[fluorescence artefact?] | -11 | 0 | 5 | 0[fluorescence artefact?] | -13

(9) COc1ccc(CNC(=O)c2ccc(Cn3nc(C)c([N+](=O)[O-])c3C)o2)cc1
(10) CC(C)(C)NC(=O)COC(=O)CCC(=O)c1ccc(F)cc1
(11) COc1ccc(OC)c(C(=O)COC(=O)c2c(OC)cccc2OC)c1
(12) COc1cccc(OCC(O)CN(CCO)Cc2ccccc2)c1 (centres undefined)
(13) O=C(Cn1nnc2ccccc2c1=O)N1CCCc2ccccc21
(14) CC(=O)Nc1ccc(Nc2ncnc3c2cnn3-c2cccc(C)c2)cc1
(15) COC(=O)[C@@]1(Cc2ccc(F)cc2)[C@H]2c3cc(C(=O)N4CCCC4)n(CCc4ccc(O)c(O)c4)c3C[C@H]2CN1C(=O)c1ccccc1
(16) COc1ccc(NC(=S)N2CCN(Cc3ccc(C)cc3)CC2)cc1
assay / compound | 9 | 10 | 11 | 12 | 13 | 14 | 15 | 16
hK5 inh | 0 | 21 | 0 | -1 | 9 | 0 | -4 | -10
thrombin 1536 | -3 | 11 | -8 | -20 | -4 | 4 | -2 | 0
Cl transport mod | -1.6 | -0.98 | 0.74 | 0.22 | -0.04 | 0.74 | 0.019 | -1.3
Rad51 HR inh | -3 | -4 | -2 | x | 0 | -1 | x | 5
EBV gp42 inh | -21 | -1 | -6 | -12 | -8 | 3 | -4 | -7
eIF4E 4G PPI | 4 | 2 | 1 | 5[fluorescence artefact?] | 8 | 11 | 0[fluorescence artefact?] | 1
p47phox inh | -3 | 0 | -3 | -7 | -7 | -18 | -31 | -15
Furin inh | -23 | 0 | -18 | -12 | -23 | -32 | -12 | -16
14-3-3 Bad PPI | -5 | -4 | -7 | 6 | 17 | -4 | -5 | -3

Grouped by structure, the compounds so far containing fluorine.
(10) CC(C)(C)NC(=O)COC(=O)CCC(=O)c1ccc(F)cc1
(15) COC(=O)[C@@]1(Cc2ccc(F)cc2)[C@H]2c3cc(C(=O)N4CCCC4)n(CCc4ccc(O)c(O)c4)c3C[C@H]2CN1C(=O)c1ccccc1
assay / compound | 10 | 15
hK5 inh | 21 | -4
thrombin 1536 | 11 | -2
Cl transport mod | -0.98 | 0.019
Rad51 HR inh | -4 | x
EBV gp42 inh | -1 | -4
eIF4E 4G PPI | 2 | 0[fluorescence artefact?]
p47phox inh | 0 | -31
Furin inh | 0 | -12
14-3-3 Bad PPI | -4 | -5

(listing goes on)
(17) CC(C(=O)Nc1cccc(Br)c1)c1ccc([N+](=O)[O-])cc1 (centres undefined)
(18) CCOC(=O)CNC(=O)CSc1ncnc2c1cnn2-c1ccc(OC)cc1
(19) COc1ccccc1/C=C/C1=NC(=C\N(C)C)/C(=O)O1
(20) CCCS(=O)(=O)N1CCN=C1SCc1cccc2ccccc12
(21) Cc1nnc2ccc(-c3ccc(NC(=O)c4ccco4)cc3)nn12
(22) CC(C)c1csc(CN2CCC(CO)(Cc3ccccc3)CC2)n1
(23) Nc1nc(NC(=O)/C=C/c2ccccc2)nn1-c1ccccc1
(24) COC(=O)c1[nH]c2cccc(OC)c2c1NC(=O)CCN1CC(C)CC(C)C1 (centres undefined)
assay / compound | 17 | 18 | 19 | 20 | 21 | 22 | 23 | 24
hK5 inh | -4 | -6 | -1 | -1 | 3 | 41* | -13 | -14
thrombin 1536 | -2 | 3 | -2 | -5 | -4 | 21 | -5 | -1
Cl transport mod | -1.1 | 0.042 | 0.083 | -1.4 | -0.72 | 1.8 | 0.71 | x
Rad51 HR inh | x | 7 | 1 | -1 | 6 | 16 | 0 | -4
EBV gp42 inh | 7 | -4 | -18 | -6 | -22 | -2 | -8 | -8
eIF4E 4G PPI | 3 | -3 | -9[fluorescence artefact?] | 4 | 8 | -1 | 8[fluorescence artefact?] | 1
p47phox inh | -7 | -12 | 5 | -3 | -3 | 0 | -5 | -11
Furin inh | -8 | -25 | -19[20 µM] | -25 | -24 | 7 | -18 | -30
14-3-3 Bad PPI | -5[fluorescence artefact?] | -2 | -4[fluorescence artefact?] | -7 | -6 | -4 | -3 | 20[fluorescence artefact?]

(25) COc1ccccc1N1CCN(C(=O)c2cccc(N3C(=O)NC4CC3(C)Oc3ccccc34)c2)CC1 (centres undefined)
(26) NS(=O)(=O)c1ccc(-n2nc(C(=O)O)cc2-c2ccc(Cl)cc2)cc1
(27) CN1N=C2c3ccccc3CCC2C1c1ccc(Cl)cc1 (centres undefined)
(28) O=S(=O)(Nc1nc2ccccc2nc1NCC1CCCO1)c1cccs1 (centres undefined)
(29) CCN(CCn1cccn1)C(=O)CCc1nnc(CCCc2ccccc2)o1
(30) Nc1nc(N2CCN(c3cccc(Cl)c3)CC2)n[nH]1
(31) COc1ccc(-c2cnnc(N/N=C/c3ccc(O)c(OC)c3)n2)cc1
(32) CN(C)C(=O)c1ccc2c(c1)n(C)c(=O)n2C
assay / compound | 25 | 26 | 27 | 28 | 29 | 30 | 31 | 32
hK5 inh | 4 | -2 | 1 | -7 | 6 | -7 | 2 | -14
thrombin 1536 | -2 | -27 | -1 | 1 | -2 | -6 | 0 | -2
Cl transport mod | 0.29 | 1.1 | x | -0.56 | -0.47 | -0.59 | 0.6 | -1.4
Rad51 HR inh | -2 | -8 | 9 | 7 | -284 | -4 | -7 | 10
EBV gp42 inh | 0 | -8 | -9 | -24 | -5 | 1 | -11 | -9
eIF4E 4G PPI | 3 | 1 | 2 | -3 | 0 | 2 | -4 | 0
p47phox inh | -10 | -1 | -16 | -1 | -1 | 2 | -3 | -17
Furin inh | -12[20 µM] | -26 | -18 | -33 | -24 | -14 | -8 | -18[20 µM]
14-3-3 Bad PPI | 9 | 0 | 2 | 47[fluorescence artefact?] | -2 | -8 | 13 | -3[fluorescence artefact?]

(33) COc1cc(C(=O)Nc2nc3ccccc3[nH]2)cc(OC)c1OC
(34) CSc1nc(NC(C)C)nc(N2CCOCC2)n1
(35) O=C(C1CCN(S(=O)(=O)c2cccs2)CC1)N1CCc2ccccc2C1
(36) Cc1c(-c2ccc(Br)cc2)nc2ccccn12
(37) O=C(NNC(=O)c1cc([N+](=O)[O-])ccc1Cl)c1cccs1
(38) Cc1cc(/C=C(\C#N)C(=O)NCc2ccco2)c(C)[nH]1
(39) CCCCN1C(=O)C2Cc3c([nH]c4ccccc34)CN2C1=S (centres undefined)
(40) COc1cccc(/C=N/n2c(-c3cc(C)[nH]n3)n[nH]c2=S)c1
assay / compound | 33 | 34 | 35 | 36 | 37 | 38 | 39 | 40
hK5 inh | -40 | -8 | -19 | -7 | 17 | -4 | 4 | -1
thrombin 1536 | 2 | 2 | 4 | -16 | 1 | -3 | -8 | -5
Cl transport mod | 0.3 | 0.84 | -4.1* | -2 | 0.89 | -0.5 | 0.36 | -0.13
Rad51 HR inh | -1 | x | 5 | 3 | -5 | 2 | -86 | x
EBV gp42 inh | -11 | 0 | 3 | -3 | -2 | -13 | 52* | -8
eIF4E 4G PPI | 6 | 3 | 9 | 1[fluorescence artefact?] | 6 | -2 | -2 | 10
p47phox inh | 3 | -3 | -3 | -15 | -6 | -6 | -26 | 0
Furin inh | -4[20 µM] | -20[20 µM] | 7 | -14 | -17 | -15[20 µM] | -18 | -11
14-3-3 Bad PPI | 13 | 0 | -19 | -6 | 5[fluorescence artefact?] | 7 | -15 | -3

(41) CC[C@H](C)C(=O)O[C@H]1CCC=C2C=C[C@H](C)[C@H](CC[C@@H]3C[C@@H](O)CC(=O)O3)[C@H]21
(42) Clc1ccc2nc(N3CCNCC3)nc(-c3ccccc3)c2c1
(43) CSc1ccccc1C(=O)N1CCN(c2ccc(F)cc2)CC1
(44) Cc1cccc(-n2c(CNC(=O)c3ccc(S(=O)(=O)N(C)C)cc3)nnc2SCC(=O)Nc2ccc(F)cc2)c1
(45) Cc1nc([N+](=O)[O-])cn1CC(O)c1ccc(Cl)cc1 (centres undefined)
(46) CC1(C)Cc2cccc(Oc3ccc(S(=O)(=O)N4CCCCC4)cn3)c2O1
(47) CC(=O)c1ccc(-c2nnc(CCC(=O)N(C)Cc3cnc4ccccn34)o2)s1
(48) COc1ccc(COCC(O)CN(Cc2ccccc2)C(C)C)cc1OC (centres undefined)
assay / compound | 41 | 42 | 43 | 44 | 45 | 46 | 47 | 48
hK5 inh | 2 | -26 | 6 | -14 | 10 | 2 | -2 | 3
thrombin 1536 | x | 7 | 4 | -4 | 2 | -7 | 2 | 1
Cl transport mod | -0.41&-0.69 | 0.82 | x | -0.96 | 0.71 | -1.9 | 1.1 | 0.4
Rad51 HR inh | -2 | -1 | -7 | -5 | 1 | 5 | 25 | 3
EBV gp42 inh | -13&-1 | x | -7 | -2 | -13 | -17 | -13 | 7
eIF4E 4G PPI | 6&-4 | x | 0 | 10 | 3 | 3 | 6 | 2
p47phox inh | -10&-2 | x | -10 | -4 | -3 | -8 | -4 | 4
Furin inh | -29 | -18 | -2[20 µM] | -7 | -30 | -9 | -27 | -23
14-3-3 Bad PPI | 0&-7 | x | 7 | -8[fluorescence artefact?] | -3 | -18 | 1 | -10

(49) O=C(CSc1nnc(-c2ccco2)o1)c1ccc(O)cc1O
(50) CC(=O)N/C(=C\c1ccccc1)C(=O)OCC(=O)NC1CCCC1
(51) O=C(/C=C/c1ccccc1Cl)Nc1ccc(Cl)cn1
(52) O=S(=O)(NN=C1CCCCC1)c1ccccc1
assay / compound | 49 | 50 | 51 | 52
hK5 inh | 0 | -7 | 3 | 1
thrombin 1536 | -2 | 0 | -12 | 6
Cl transport mod | -0.00022 | -1 | -0.29 | -0.025
Rad51 HR inh | 2 | 4 | x | x
EBV gp42 inh | -2 | -11 | 7 | -8
eIF4E 4G PPI | 0 | -6 | 1 | 1
p47phox inh | -132 | -4 | 1 | -6
Furin inh | -17 | -10 | -20 | -26
14-3-3 Bad PPI | 2 | -5 | -2 | -14

Values by screen from the list:
Compounds 49–52 in Furin inh, in turn: -17, -10, -20, -26
Compounds 49–52 in 14-3-3 Bad PPI, in turn: 2, -5, -2, -14

Source: PubChem (several laboratories)
